Screens from PubChem.
HePTP inh – inhibitors of human HePTP phosphatase, primary screen, biochemical, absorbance, leukemia target; recombinant HePTP phosphatase activity, OD absorbance; inhibition, % at 20 µM; 110,000 tested, 0.64% active; in the data active means inhibition above about 50%;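 further: plate controls were vehicle for no effect and reference inhibitor for full effect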
Target sequence (P35236 whole entry, looked up): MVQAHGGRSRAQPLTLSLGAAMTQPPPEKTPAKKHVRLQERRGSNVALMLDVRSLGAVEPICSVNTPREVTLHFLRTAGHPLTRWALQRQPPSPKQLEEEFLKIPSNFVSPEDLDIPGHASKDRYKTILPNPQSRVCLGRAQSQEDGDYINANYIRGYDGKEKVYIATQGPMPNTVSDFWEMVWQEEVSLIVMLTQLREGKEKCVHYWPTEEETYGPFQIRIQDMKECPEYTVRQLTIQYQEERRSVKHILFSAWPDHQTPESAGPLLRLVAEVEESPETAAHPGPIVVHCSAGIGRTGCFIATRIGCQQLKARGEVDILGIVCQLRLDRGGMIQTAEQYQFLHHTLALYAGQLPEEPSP
BAP1 block – inhibitors of BAP1 deubiquitinase, primary screen, biochemical, Ub-AMC fluorescence, kinetic | Ubiquitin carboxyl-terminal hydrolase BAP1 (Homo sapiens), Q92560 | 72,000 tested, 0.48% active | activity remaining (% of control), % at 20 µM | recombinant BAP1, Ub-AMC hydrolysis fluorescence kinetic; active compounds read low | AID 436, 2006;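 active means activity remaining at or below 50% of control, provided the compound also passes the data quality filters; inactive means the rest, including low values that fail the filters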;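 further: 100% = DMSO wells rate and 0% = substrate alone blank rate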
The depositor's hits bear a star; · = no result given; & = joins results of further samples.

The first 3 records, to show the layout:
SMILES	HePTP inh	BAP1 block
CCOc1cc(C=O)ccc1OCCN1CCOCC1	-12	·
O=C(COc1ncnc2ccccc12)NCCCN1CCCC1=O	5	59
O=C(Nc1ccc2c(c1)OCCO2)c1ccc(CN2CCOCC2)cc1	4	101

The list itself, from the first entry:
SMILES	HePTP inh	BAP1 block
CCOc1cc(C=O)ccc1OCCN1CCOCC1	-12	·
O=C(COc1ncnc2ccccc12)NCCCN1CCCC1=O	5	59
O=C(Nc1ccc2c(c1)OCCO2)c1ccc(CN2CCOCC2)cc1	4	101
CCOC(=O)c1c(C)oc2ccc(O)c(CN3CCCCC3)c12	3	96&129
COc1ccc(-c2cc(-c3cccs3)c(C#N)c(SCC(=O)NCc3ccco3)n2)cc1	-1	69
Cc1ccc2nsnc2c1NC(=O)c1cc2ccccc2o1	7	·
O=C1CC(Sc2ccccc2)C(=O)N1c1ccc(Cc2ccc(N3C(=O)CC(Sc4ccccc4)C3=O)cc2)cc1 (stereo not drawn)	20	·
Cc1noc(C)c1CSc1ncnc2sc(C)c(C)c12	7	95
O=C(Nc1ccccc1)Nc1nncs1	-3	94
Cc1ccc(S(=O)(=O)NCCNc2c(Cl)cccc2[N+](=O)[O-])cc1	8	·
O=C(CSc1nc2ccccc2c(=O)n1-c1ccccc1)NCc1ccco1	7	101
CCN1CCN(C(c2ccc(F)cc2)c2nnnn2Cc2cccs2)CC1 (stereo not drawn)	3	88
O=C(c1ccc(Cl)s1)N1CCN(c2ccccc2)CC1	6	94
Cc1occc(=O)c1OC(=O)Nc1ccccc1	-1	90
Clc1ccc(Cc2nnn(-c3ccccc3)n2)cc1	4	·
CCC(C)C1C(C#N)=C(N)Oc2n[nH]c(C)c21 (stereo not drawn)	8	101
Cc1cc(NC(=O)CSc2nnc(-c3ccoc3C)o2)no1	4	101
O=C(O)c1ccc(SC(C(=O)O)c2ccccc2)cc1 (stereo not drawn)	0	·
COc1ccc2c(c1)nc(C)n2Cc1ccccc1	10	·
COc1ccc(C2CC(=O)NC(SCc3ccccc3)=C2C#N)cc1OCc1ccccc1 (stereo not drawn)	-8	·
COc1ccccc1/C=N/NC(=O)C(=O)N1CCCC1	4	·
CCOC(=O)c1ccccc1NC(=O)c1ccc(NS(C)(=O)=O)cc1	3	97
O=C(c1ccccc1F)N1CCN(c2ccccc2F)CC1	6	88
CCOC(=O)c1c(C)c(C(=O)N(C)C2CCCCC2)c(C)n1C	-2	106
O=C(Cc1ccc(Cl)cc1)N1CCN(c2ccc(Cl)cc2[N+](=O)[O-])CC1	·	209
O=C(Nc1ccc(NC(=O)c2ccc([N+](=O)[O-])cc2Cl)cc1Cl)c1ccco1	7	·
Cc1ccc(NC(=O)C(=O)NCCN2CCN(S(=O)(=O)c3ccc([N+](=O)[O-])cc3)CC2)cc1	-4	·
CCn1c(=N)n(CCOc2ccc(OC)cc2)c2ccccc21	3	117
O=C(Nn1c(=O)c2cc3c(=O)n(NC(=O)c4ccc(O)cc4)c(=O)c3cc2c1=O)c1ccc(O)cc1	-2	·
c1ccc(COc2ccc(OCCn3cncn3)cc2)cc1	4	137

Entries of single compounds, looked up by structure:
`COc1ccccc1/C=N/NC(=O)C(=O)N1CCCC1` reads HePTP inh = 4; BAP1 block = ·
`CCn1c(=N)n(CCOc2ccc(OC)cc2)c2ccccc21` reads HePTP inh = 3; BAP1 block = 117
`c1ccc(COc2ccc(OCCn3cncn3)cc2)cc1` reads HePTP inh = 4; BAP1 block = 137

(next part)
SMILES	HePTP inh	BAP1 block
COc1ccc(N2C(=O)NC(=O)/C(=C\c3ccc(OC)cc3C)C2=O)cc1	-6	·
CC(n1cnnn1)C12CC3CC(CC(C3)C1)C2 (stereo not drawn)	11	85
COC(=O)[C@H]1[C@H]2C[C@@H]3c4[nH]c5cc(OC)ccc5c4CCN3C[C@H]2C[C@@H](OC(=O)c2cc(OC)c(OC)c(OC)c2)[C@@H]1OC	·	77
COc1ccc(/C=C/C(=O)Nc2ccc(N3CCOCC3)cc2)cc1OC	8	·
Cc1cccc(/N=C/c2c(O)c3ccccc3oc2=O)n1	-5	114
Cc1ccc(C(C)C)c(OCC(=O)Nc2cc(-c3nc4ccccc4o3)ccc2C)c1	13	·
Cc1nnc(SCC(=O)NCc2ccco2)[nH]c1=O	9	71
O=C(Cn1nnc(-c2ccccc2F)n1)Nc1ccc2c(c1)OCO2	7	97
COCCNC(=O)COc1ccc(Cl)cc1Br	-7	·
CCc1ccc(/C=C2\SC(=O)NC2=O)cc1	-3	·

2 compounds picked at random from the list so far:
SMILES	HePTP inh	BAP1 block
CC(n1cnnn1)C12CC3CC(CC(C3)C1)C2 (stereo not drawn)	11	85
CCc1ccc(/C=C2\SC(=O)NC2=O)cc1	-3	·

(cont.)
SMILES	HePTP inh	BAP1 block
CCN(C(=O)CCc1nc(-c2ccccc2F)no1)c1cc(OC)ccc1OC	-10	101
COc1ccc(C(=O)N/N=C/c2ccncc2)cc1OC	-12	·
CCN(CC)CCCN1C(=O)C(=O)/C(=C(/O)c2ccc(OC)c(Cl)c2)C1c1ccco1 (stereo not drawn)	2	104
Cc1cc(C)n2nc(C(=O)NCc3ccccc3)c(Br)c2n1	-4	·
CCOC(=O)N1CCN(c2ccc(C(=O)CC)cc2F)CC1	6&-1	92
CC(C)NC(=O)CCNS(=O)(=O)c1ccc(Br)cc1	8	96
CN1CCN(C2=NC(=O)/C(=C/c3ccc(Cl)cc3)S2)CC1	8	·
CCOC(=O)N1CCN(C(=O)Nc2ccc3nc(C)sc3c2)CC1	4	86
O=C(Nc1ccccc1)Nc1nc(-c2ccc(Cl)cc2Cl)cs1	-12	·
Cc1cc2nnc(SCc3ccccc3F)n2c2ccccc12	·	55
N#CC1=C(N)OC2=C(C(=O)CCC2)C12CCC1(CC2)OCCO1	2	107
COc1ccccc1N1CC(C(=O)OCC(=O)c2ccc(F)cc2)CC1=O (stereo not drawn)	-4	·
NC(=O)CCn1c(=S)n(CCC(N)=O)c2ccccc21	-4	·
CCOC(=O)N1CCN(S(=O)(=O)c2ccc(C(=O)Nc3sc4c(c3C#N)CCC4)cc2)CC1	0	47*
COc1ccc(Cc2c(O)nc(SCC(C)C)[nH]c2=O)cc1	1	·
O=C(O)CCCNS(=O)(=O)c1cccs1	6	106
COc1ccc(CNC(=O)CCn2c(=O)oc3ccccc32)cc1	10	106
CCOP(=O)(c1ccc(N(C)C)cc1)C(O)c1ccccc1OC (stereo not drawn)	-5	89
c1ccc2[nH]c(-c3cscn3)nc2c1	4	65&86
CCOc1ccc2[nH]c(=O)c(CN(Cc3nnnn3Cc3ccccc3)CC3CCCO3)cc2c1 (stereo not drawn)	10	·
O=C(Nc1ccc(F)c([N+](=O)[O-])c1)c1ccc(OCc2ccccc2)cc1	-12	·
COc1ccc2nc(C)cc(C(=O)O)c2c1	0	·
CCC(c1nnc(SCC(=O)NCC2CCCO2)n1Cc1ccccc1)N(C)C (stereo not drawn)	6	114
O=[N+]([O-])c1ccc(C2Nc3ccc([N+](=O)[O-])cc3C3C=CCC32)cc1 (stereo not drawn)	17	·
Cc1ccc(OCCCCCCN2CCCC2)cc1	1	·
O=c1c2cc3c(=O)n(-c4nc5ccccc5s4)c(=O)c3cc2c(=O)n1-c1nc2ccccc2s1	4	·
COc1ccc(NC(=O)c2c(C)nn(-c3ccccc3)c2Cl)cc1	·	58
O=C1C=CC(=O)N1c1ccc(SC(F)F)cc1	-2	·
O=c1oc2cc(O)c([N+](=O)[O-])cc2cc1-c1csc(-c2cc3ccccc3oc2=O)n1	84*	·
COc1ccccc1-c1nnn(CC#N)n1	7	103
CC(C)(Oc1ccc(C2CC2(Cl)Cl)cc1)C(=O)O (stereo not drawn)	·	91
Nc1nc2ccccc2n1CCN1CCCC1	7	116
O=C(NC1CCCCC1)NC12CC3CC(CC(C3)C1)C2	·	67
COc1ccccc1CNCc1cc(OC)c(O)c(OC)c1	-6	·
Nc1c(NCCN2CCCC2)c2ccccc2oc1=O	8	·
CN1C(=O)C(CC(=O)Nc2ccc3c(c2)Cc2ccccc2-3)N(C)C1=O (stereo not drawn)	-5	63
O=C(COC(=O)c1ccco1)Nc1ccccc1	11	113
COc1ccc(CCNC(=O)C(=O)Nc2cc(C)cc(C)c2)cc1OC	8	·
CCN(C(=O)Cn1c(=O)n2nc(CCn3nc(C)cc3C)nc2c2ccccc21)c1cccc(C)c1	11	98
CC(=O)c1cccc(NC(=O)CN(c2ccccc2)S(=O)(=O)c2ccccc2[N+](=O)[O-])c1	4	·
COc1ccccc1NC(=O)CSc1nnnn1-c1ccc2c(c1)OCO2	5	119
CCC(=O)Nc1c(-c2cccs2)c(=O)c2ccccc2n1C	2	82
Cc1ccc(-c2c(C#N)c(SCC(=O)c3ccc(O)c(O)c3)nc3c2CCCC3)o1	-13	·
CCOc1ccc(OCc2ccc(C(=O)Nc3cccc(C)n3)o2)cc1	10	58
CCc1cc(C)cc(OCCOc2ccccc2/C=C2/SC(=S)N(C)C2=O)c1	-1	·
CCOC(=O)C1=C(C)N=c2s/c(=C\c3cc(OC)c(OC)cc3[N+](=O)[O-])c(=O)n2C1c1cccc(OC)c1 (stereo not drawn)	0	·
O=S(=O)(Nc1cccc(Cl)c1Cl)c1ccc2ccccc2c1	1	·
COc1ccccc1Nc1nc2c(s1)CCC2	5	99
Cc1cc(=O)n(CCCO)c(O)c1C#N	7	109
CN1CCN(CCCOc2cc(Cl)ccc2Cl)CC1	-4	·

Other records follow:
SMILES	HePTP inh	BAP1 block
CCc1cc2c3c(c(=O)oc2cc1O)CCCC3	11&0	·
COc1ccc(-c2ccc(-c3noc(-c4ccncc4)n3)c(OC)n2)cc1	6	86
CCCCn1c2ccccc2c2ccccc21	·	122
CC(C)(C)c1cc(N2C(=O)C(=O)/C(=C(/O)c3ccc(Cl)cc3)C2c2cccc([N+](=O)[O-])c2)no1 (stereo not drawn)	8	·
COc1ccc(C2C(C#N)=C(N)OC3=C2C(=O)CCC3)c(OC)c1OC (stereo not drawn)	-1	98
O=C(/C=C/c1cccc(C(F)(F)F)c1)Nc1cccc(C(F)(F)F)c1	2	·
Cc1cc(C(=O)CSc2nnc(-c3ccc(OC(F)F)cc3)o2)c(C)n1Cc1cccs1	5	112
Cc1ccccc1C(=O)NCc1ccccc1	·	121
CCCCOc1ccc(C(=O)N2CCCCCC2)cc1	1	90
O=C(Nc1ccccc1-c1ccccc1)NC1CCN(CC(=O)N2CCOCC2)CC1	1	111
CSc1ccc(N2C(=O)NC3(CCCCC3)C2=O)cc1	-8	94
N#Cc1ccccc1NC(=O)CSc1nnc(N)s1	·	57
CCOC(=O)N1CCN(C(=O)C(CC(C)C)NC(=O)C2CCCCC2)CC1 (stereo not drawn)	6	·
COc1ccc(C(=O)Nc2cc3nn(-c4ccc(C)cc4)nc3cc2C)cc1	-3	·
CC(=O)NS(=O)(=O)c1ccc(NC(=O)c2ccccc2OC(C)=O)cc1	3	·
O=C(c1ccc(NC(=O)c2cc(Br)cc(Br)c2O)c(Cl)c1)c1cccs1	5	·
Cc1cc2nc(-c3cc(NC(=O)c4ccco4)ccc3O)oc2cc1C	7	·
O=C(COc1ccc(Cl)cc1)Nc1cc([N+](=O)[O-])ccc1F	-7	·
COc1ccc2oc(=O)c(C(=O)N3CCN(c4ccccc4F)CC3)cc2c1	8	101
COc1ccccc1OCCCOc1c(Cl)cccc1Cl	-10	·
COc1ccccc1C/C(N)=N/OC(=O)COc1ccccc1C	-4	·
Cc1cc(=O)oc2n[nH]c(-c3ccccc3)c12	4	·
O=C(O)c1cc2c(ccc3ccccc32)o1	0	95
COc1ccc(/C=C2\C(=O)NN(c3ccccc3)C2=O)cc1O	-2	·
O=C(/C=C/Nc1cccc(C(F)(F)F)c1)c1ccc(Br)cc1	6	·
C/C(=C1/SC(N2CC(C)OC(C)C2)=NC1=O)c1ccccc1 (stereo not drawn)	12	67
Cn1c(=O)c2c(ncn2CC(=O)N2CCN(c3cccc(Cl)c3)CC2)n(C)c1=O	10	148
CCCOc1ccc(N2C(=O)CC(N3CCN(Cc4ccc5c(c4)OCO5)CC3)C2=O)cc1 (stereo not drawn)	8	·
O=C(COc1ccccc1)Nc1cccc2nsnc12	10&12	66
CC(C)(C)C1CCc2onc(C(=O)Nc3ccc(F)cc3F)c2C1 (stereo not drawn)	8	114
COC(=O)CN(c1ccc(C)c(Cl)c1)S(C)(=O)=O	0&14	89
O=C(C1=C(O)C(=O)N(c2nncs2)C1c1cccc([N+](=O)[O-])c1)c1cccs1 (stereo not drawn)	0	·
O=C(c1cnn2ccccc12)N1CCc2ccccc21	1	101
O=C(O)c1cccc2c1C(=O)N(C1CCCCC1)C2	7	103
CN(C)c1ccc(NC(=O)CN2CCN(CC(=O)Nc3ccc(F)cc3)CC2)cc1	9	101
O=C(CSc1n[nH]c(-c2cccnc2)n1)Nc1ccnc2ccccc12	8	96
CCOC(=O)CSc1nnc(C2CCCCC2)n1C	-5	92
Cc1cc(OCC(=O)Nc2ccc(-c3nc4ccccc4o3)c(O)c2)ccc1Cl	6	·
O=S(=O)(NCCc1ccccc1)c1ccc2ccccc2c1	-20	·
CCOc1ccc2cc(C(N)=S)c(=N)oc2c1	·	856

Rows are unselected; overall some 0.95% were active at least once.
